Assay outcomes: PubChem, The Scripps Research Institute Molecular Screening Center
HTRA1 inhibitor: HTRA1 (human) protease inhibition; Q92743; recombinant HTRA1, FP-rhodamine activity-based probe, fluorescence polarization; inhibition, % at 5.96 µM; 0.5% of 340,000 active; AID 504803; in the data active = inhibition above about 36%;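 also: 0% = enzyme with DMSO and 100% = wells lacking enzyme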
Target sequence (Q92743 whole entry, looked up): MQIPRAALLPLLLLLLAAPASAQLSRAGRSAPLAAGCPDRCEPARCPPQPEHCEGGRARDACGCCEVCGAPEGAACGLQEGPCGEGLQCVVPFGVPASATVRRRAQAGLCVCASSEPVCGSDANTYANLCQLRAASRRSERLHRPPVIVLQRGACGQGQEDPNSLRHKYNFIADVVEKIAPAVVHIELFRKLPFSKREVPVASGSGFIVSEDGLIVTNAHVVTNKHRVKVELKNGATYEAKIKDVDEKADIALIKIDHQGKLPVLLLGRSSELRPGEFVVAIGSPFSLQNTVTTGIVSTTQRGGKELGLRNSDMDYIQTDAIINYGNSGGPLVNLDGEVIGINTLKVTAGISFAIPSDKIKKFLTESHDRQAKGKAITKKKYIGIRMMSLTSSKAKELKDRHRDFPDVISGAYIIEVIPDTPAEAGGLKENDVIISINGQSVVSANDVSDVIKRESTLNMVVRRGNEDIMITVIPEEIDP
mABHD4 FP: ABHD4 (mouse) inhibition, primary FP screen | AID 720543 | inhibition, % at 8.92 µM | purified mABHD4, FP-Rh probe fluorescence polarization | 0.54% of 370,000 active | Q8VD66;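 active = inhibition exceeding the mean over every tested compound plus 3 SD, cut at about 30% in these data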;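 also: 0% = plate median of compound wells and 100% = S159A mutant with DMSO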
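Assay system: mouse ABHD4 enzyme, wild type / Also added: fluorescent activity-based probe FP-Rh / Doses: single nominal dose of 8.92 µM, 0.89% DMSO final / Timing: 45 min compound pre-incubation plus 60 min probe step, 25 °C / Signal: FP readout, ex 525 nm / em 598 nm / Control set: S159A mutant/DMSO as 100%, compound-well median as 0%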
TDP2 absorb: blocks human TDP2 phosphodiesterase activity | O95551 | recombinant TDP2, T5PNP hydrolysis, p-nitrophenol absorbance 415 nm | inhibition, % at 12.8 µM | 0.34% of 370,000 active | AID 720702;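 active = inhibition above the mean of all tested compounds plus 3 SD, set per campaign, cut at about 25% in these data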;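 also: 0% = DMSO with enzyme and 100% = buffer with substrate but no TDP2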
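Assay system: recombinant human TDP2 / Reagent: T5PNP substrate at 5 mM, a TopII-DNA adduct mimic / Measured by: epi absorbance from released p-nitrophenol / Evaluation: % inhibition relative to enzyme-containing and enzyme-free wells / Control set: enzyme-free and DMSO wells / Replicates: each compound tested once, singlicate / Schedule: enzyme reaction with compound for 2 h at 37 °C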
PRMT1 FP inh: PRMT1 (human) inhibition, primary screen; inhibition, % at 2.79 µM; 1.3% of 370,000 active; Q99873; recombinant PRMT1, activity-based probe fluorescence polarization;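 active = inhibition above about 21% made by adding two undisclosed values, limit read from the data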
LEDGF integ inh: blocks HIV-1 LEDGF/p75-dependent DNA integration. TR-FRET IN-LEDGF/p75 DNA integration, Eu/Cy5. inhibition, % at 3.7 µM. 0.64% of 370,000 active. AID 743269;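 active = inhibition above the screen-wide mean plus 3 SD, cut at about 13% in these data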;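 also: signal is the Cy5 over europium emission ratio at 671 and 618 nm; 0% = plate median of compound wells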
SIAE primary: blocks human sialic acid acetylesterase | SIAE FP-Rh probe binding, fluorescence polarization | inhibition, % at 9.66 µM | Q9HAT2 | 0.69% of 370,000 active | AID 1053197;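 active = inhibition above a cutoff: mean of compounds within the control limits plus 3 SD of those, cut at about 17% in these data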;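 also: 0% = plate median of compound wells and 100% = probe without SIAE protein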
TCR CD3 inh: blocks the human TCR-CD3 interaction. TAMRA-labeled TCR probe fluorescence, biochemical. inhibition, % at 9.4 µM. 0.37% of 360,000 active; in the data active = inhibition above about 19%;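 also: recombinant mutant TCR 2C K166C tagged with TAMRA read by polarization; 0% = receptor in buffer alone and 100% = receptor with positive control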
DDE Tn7 FP inh: DD(E)-Tn7 binding inhibition, primary FP screen; AID 720508; 0.13% of 370,000 active; inhibition, % at 8.3 µM; P02675; FP displacement of FITC-Tn7 peptide from fibrin DD(E); 0% = median of compound wells per plate;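 active = inhibition above the mean of compounds falling within the control limits plus 3 SD of them, cut at about 14% in these data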;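 also: 0% = plate median of compound wells and 100% = 10 µM Aha-Tn7 peptide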
Target sequence (P02675 whole entry, looked up): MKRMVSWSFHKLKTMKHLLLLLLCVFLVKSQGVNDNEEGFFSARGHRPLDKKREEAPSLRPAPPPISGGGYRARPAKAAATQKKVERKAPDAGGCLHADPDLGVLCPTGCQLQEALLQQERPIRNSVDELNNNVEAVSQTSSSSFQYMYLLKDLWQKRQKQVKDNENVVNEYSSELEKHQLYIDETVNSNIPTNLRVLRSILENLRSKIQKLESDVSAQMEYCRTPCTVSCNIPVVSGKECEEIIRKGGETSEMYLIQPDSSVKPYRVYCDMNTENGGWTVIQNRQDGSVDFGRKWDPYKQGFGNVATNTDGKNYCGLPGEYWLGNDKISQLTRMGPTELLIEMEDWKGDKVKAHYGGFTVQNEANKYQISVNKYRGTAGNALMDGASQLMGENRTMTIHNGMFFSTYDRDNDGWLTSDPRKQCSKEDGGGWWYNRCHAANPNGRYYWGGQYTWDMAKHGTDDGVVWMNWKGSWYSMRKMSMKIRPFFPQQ
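Assay system: Human clot-derived fibrin DD(E) complex | Buffer or medium: Tris/NaCl/CaCl2 buffer, pH 7.8 | Repeats: One replicate per compound | Benchmarks: Aha-Tn7 high control | Measure: % inhibition scaled between sample-field median and high-control FP | Schedule: 10 min plus 3 h, room temperature | Signal: Fluorescence polarization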
PG9 Ab binder: PG9 antibody binding by small molecule | inhibition, % at 6.7 µM | 0.43% of 360,000 active | TR-FRET gp120-PG9 antibody binding; in the data active = inhibition above about 8.5%
UHRF1 MBD2 ctr: blocks human UHRF1 binding to methylated DNA; Q96T88; UHRF1 binding to methylated oligo, TR-FRET; inhibition, % at 4.4 µM; 0.75% of 370,000 active; AID 687016; in the data active = inhibition above about 21%;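 also: UHRF1 SRA domain binding a hemimethylated CpG hairpin DNA probe; 0% = median of test compound wells and 100% = reference inhibitor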
* marks the source's active call; other numbers are inactive results; . = no result given. Not a hit list, and some 4.2% of all compounds hit somewhere here.

The line under a structure holds: HTRA1 inhibitor, mABHD4 FP, TDP2 absorb, PRMT1 FP inh, LEDGF integ inh, SIAE primary, TCR CD3 inh, DDE Tn7 FP inh, PG9 Ab binder, UHRF1 MBD2 ctr
> CCSc1nnc(NC(=O)CSc2nc3c(c(=O)n2-c2ccccc2OC)SCC3)s1
→ -5.9, 2.0, 1.3, 2.5, -0.6, 11.8, 7.2, 4.7, -0.4, -1.6
> Cc1cc(C)n2ncc(C(=O)O)c2n1
→ 13.9, 4.3, -3.3, 1.0, 4.6, 0.8, -4.8, 1.1, -0.9, -1.3
> CCNC(=S)NNC(=O)CCc1nc2cc(Cl)ccc2n(Cc2ccccc2)c1=O
→ -9.7, -4.1, -7.1, 0.3, 2.6, -2.6, 4.5, -3.3, -1.8, -5.0
> CCOc1ccc(C(C)=O)cc1CN1C(=O)C(=O)N(CC)C1=O
→ 5.0, -2.0, -0.1, -1.1, -1.2, -0.7, -2.3, 5.7, 0.3, -1.0
> COc1nc(Nc2ccc3c(c2)OCO3)nc(OC)n1
→ -2.1, 3.2, 0.7, -5.4, -0.9, -2.1, 3.2, 1.7, -2.8, 1.1
> Cc1cccc(C(=O)N2CCC(=O)N(C(COCc3ccccc3)Cc3ccccc3)CC2)c1 (centres undefined)
→ -14.6, -6.5, -1.9, 4.0, 2.0, 7.5, -4.1, 1.8, -0.1, 5.9
> CCCc1ccc(OCc2ccc(C(=O)N/N=C/c3cccc([N+](=O)[O-])c3)o2)c(OC)c1
→ 5.4, -6.4, 0.3, -2.7, 2.4, -2.6, -2.9, 3.3, 2.8, -0.7
> Nc1nnn(CC(=O)N/N=C/C=C/c2ccccc2)n1
→ -8.8, -3.8, -9.5, 0.1, -3.3, 6.4, 5.8, 6.8, -1.8, 0.4
> CCN(C(=O)CSc1nc(C)nc2sc(C)c(C)c12)C1CCS(=O)(=O)C1 (centres undefined)
→ 0.0, 3.4, 1.2, -0.7, 3.3, 9.2, 6.0, -6.2, -0.5, -0.7
> O=C(COc1ccc2cc(Br)ccc2c1)N1CCCC1
→ -5.0, -4.9, -3.5, 4.2, -2.4, 0.7, -9.0, 8.0, 0.8, 4.4
> Cc1ccccc1NC(=O)c1ccc(C)c(S(=O)(=O)N2CCN(C)CC2)c1
→ -7.6, 0.5, 7.3, 2.6, 0.6, 2.4, 4.2, -1.5, 0.0, -1.4
> C[C@H](O)[C@@H]1C(=O)N2CCc3c([nH]c4cccc(-c5ccccc5)c34)[C@@H]2C[C@@H]1N(C)CC1CCCCC1
→ ., 10.2, -2.9, 4.2, -3.1, -7.3, -4.9, -2.4, -2.2, -1.8
> COc1ccc(S(=O)(=O)N2CCCCCC2)cc1C(=O)N(C)Cc1cccs1
→ -4.9, 1.9, -7.0, 1.3, -1.4, 5.6, -4.2, 3.8, -0.5, 0.6
> CN(C)CC(=O)N[C@@H]1CC[C@@H](CC(=O)NCCN2CCCCC2)O[C@@H]1CO
→ ., -4.3, -19.7, -3.0, 2.6, -12.2, 2.8, -2.4, 0.9, 3.1
> COc1cc(C(=O)N2CCN(C(=O)COc3ccc4ccccc4c3)CC2)cc(OC)c1OC
→ -1.1, 5.2, -10.1, -0.6, -1.5, -1.6, 9.0, -4.9, 1.0, 0.3
> Cc1ccc(C)c(N2CCN(C(=O)C3CCN(S(=O)(=O)c4c(C)noc4C)CC3)CC2)c1
→ -1.1, -4.8, -17.9, -3.1, 1.8, -0.5, 4.5, -0.5, -1.2, 3.5
> CSC(=S)NCc1cccnc1
→ -1.9, 5.4, -7.5, -0.1, 1.0, -5.1, -1.3, -11.4, -1.9, -0.2
> O=C(Cn1cnc([N+](=O)[O-])n1)c1ccccc1
→ 1.6, 1.7, -1.9, 1.6, -4.1, 4.9, -5.3, 5.2, 2.0, 0.7
> O=C1CSC(c2ccccc2F)N1c1ccccc1F (centres undefined)
→ 33.8, -3.8, 4.2, -0.1, -2.6, -3.7, 2.7, -2.1, -1.1, 1.2
> CN(C(=O)COC(=O)Cn1cnc2c1c(=O)n(C)c(=O)n2C)C1(C#N)CCCCC1
→ 8.6, -0.7, -2.5, -8.1, 4.7, -2.7, -3.2, -3.9, -1.4, 0.2
> COc1ccc(N=C2O/C(=C/c3sc(=S)n(CC4CCCO4)c3O)N=C2C#N)cc1 (centres undefined)
→ ., 6.6, 1.6, 2.9, 0.5, 7.7, -4.0, 0.9, -0.5, -3.2
> Nc1[nH]c2cc(Cl)ccc2c1C(=O)N1CCOCC1
→ ., 4.6, -14.3, -2.9, 8.2, 2.8, ., 8.2, ., -2.5
> CCOC(=O)C#CC(CCc1ccccc1)OS(N)(=O)=O (centres undefined)
→ 2.5, 5.7, 5.5, -1.3, -2.4, 7.2, 0.2, 2.1, 3.4, 0.3
> COc1ccc(CNCCC2(O)CC(C)N(C)CC2C)cc1OC (centres undefined)
→ -8.4, 2.1, 4.3, -2.5, -5.0, 6.7, 11.6, -6.0, -1.1, 2.0
> CC1(c2nc3ccccc3[nH]2)CCC(=O)N1Cc1ccccn1 (centres undefined)
→ ., 1.8, 6.2, -6.1, 1.1, -3.8, 1.9, -3.8, -1.0, -2.2
> O=C(CSC1=NS(=O)(=O)c2ccccc2N1)c1ccccc1
→ -2.2, -3.4, 7.5, -0.5, 5.1, 2.5, 1.4, -1.4, 0.1, -3.1
> CCN(CC)S(=O)(=O)c1cccc(NC(=O)c2cccc(S(=O)(=O)N3CCCC3)c2)c1
→ -16.5, -13.2, 2.6, 1.5, 0.5, -8.5, 2.2, 0.2, -0.6, -0.8
> O=C(CCC(=O)Nc1ccc(F)cc1)N/N=C/c1ccc(O)cc1O
→ -4.7, 0.4, -2.3, -1.0, -8.2, -1.9, -3.0, 2.4, -1.1, 24.2*
> CS(=O)(=O)N1CCN(C(=O)c2cc(-c3ccccc3)nc3ccccc23)CC1
→ -2.7, 3.4, 8.5, -2.4, -2.7, -2.4, 3.0, -0.1, -3.2, -2.1
> Fc1ccc(Nc2ccc(-c3ccc(F)cc3)nn2)cc1
→ -10.6, -2.5, -3.7, 3.2, -4.2, 4.6, -2.4, -0.5, 0.5, 2.8

10 entries from above, sorted by length of the SMILES, falling:
The line under a structure holds: HTRA1 inhibitor, mABHD4 FP, TDP2 absorb, PRMT1 FP inh, LEDGF integ inh, SIAE primary, TCR CD3 inh, DDE Tn7 FP inh, PG9 Ab binder, UHRF1 MBD2 ctr
> C[C@H](O)[C@@H]1C(=O)N2CCc3c([nH]c4cccc(-c5ccccc5)c34)[C@@H]2C[C@@H]1N(C)CC1CCCCC1
→ ., 10.2, -2.9, 4.2, -3.1, -7.3, -4.9, -2.4, -2.2, -1.8
> Cc1ccc(C)c(N2CCN(C(=O)C3CCN(S(=O)(=O)c4c(C)noc4C)CC3)CC2)c1
→ -1.1, -4.8, -17.9, -3.1, 1.8, -0.5, 4.5, -0.5, -1.2, 3.5
> CN(C(=O)COC(=O)Cn1cnc2c1c(=O)n(C)c(=O)n2C)C1(C#N)CCCCC1
→ 8.6, -0.7, -2.5, -8.1, 4.7, -2.7, -3.2, -3.9, -1.4, 0.2
> CCSc1nnc(NC(=O)CSc2nc3c(c(=O)n2-c2ccccc2OC)SCC3)s1
→ -5.9, 2.0, 1.3, 2.5, -0.6, 11.8, 7.2, 4.7, -0.4, -1.6
> CCN(C(=O)CSc1nc(C)nc2sc(C)c(C)c12)C1CCS(=O)(=O)C1 (centres undefined)
→ 0.0, 3.4, 1.2, -0.7, 3.3, 9.2, 6.0, -6.2, -0.5, -0.7
> CCNC(=S)NNC(=O)CCc1nc2cc(Cl)ccc2n(Cc2ccccc2)c1=O
→ -9.7, -4.1, -7.1, 0.3, 2.6, -2.6, 4.5, -3.3, -1.8, -5.0
> COc1ccc(S(=O)(=O)N2CCCCCC2)cc1C(=O)N(C)Cc1cccs1
→ -4.9, 1.9, -7.0, 1.3, -1.4, 5.6, -4.2, 3.8, -0.5, 0.6
> O=C(CSC1=NS(=O)(=O)c2ccccc2N1)c1ccccc1
→ -2.2, -3.4, 7.5, -0.5, 5.1, 2.5, 1.4, -1.4, 0.1, -3.1
> Nc1[nH]c2cc(Cl)ccc2c1C(=O)N1CCOCC1
→ ., 4.6, -14.3, -2.9, 8.2, 2.8, ., 8.2, ., -2.5
> CSC(=S)NCc1cccnc1
→ -1.9, 5.4, -7.5, -0.1, 1.0, -5.1, -1.3, -11.4, -1.9, -0.2

(listing goes on)
The line under a structure holds: HTRA1 inhibitor, mABHD4 FP, TDP2 absorb, PRMT1 FP inh, LEDGF integ inh, SIAE primary, TCR CD3 inh, DDE Tn7 FP inh, PG9 Ab binder, UHRF1 MBD2 ctr
> CCn1c(=O)c2sccc2n2c(CCCC(=O)NC3CCN(Cc4ccccc4)CC3)nnc12
→ 1.4, 0.5, 14.6, -3.1, -0.3, 5.6, 8.2, -1.0, -1.7, 5.9
> C[C@@H]1CCCCO[C@@H](CN(C)S(=O)(=O)c2cn(C)cn2)[C@@H](C)CN([C@H](C)CO)C(=O)c2cc(NC(=O)Nc3ccc(C(F)(F)F)cc3)ccc2O1
→ -4.7, -17.9, 3.5, 1.3, -2.7, 1.9, -4.1, 4.5, 1.8, 1.1
> CCOC(=O)c1sc(NC(=S)NC(=O)c2ccccc2)nc1C
→ -2.1, 0.8, 11.3, -1.5, 0.2, -5.0, 5.3, -2.9, 0.1, -2.4
> CCCCC(=O)Nc1nnc(CCc2ccccc2)s1
→ -5.8, 2.8, 11.4, 0.9, 2.0, 5.4, 0.3, -8.9, -0.7, -0.5
> Cc1ccc(C(=O)OCC(=O)c2c[nH]c3ccccc23)cc1NC(=O)c1ccco1
→ -45.7, -26.6, -0.2, 0.1, -1.0, -25.6, -4.4, 2.8, -0.4, -0.6
> COc1cc2c3c(c1OC)-c1cc4c(cc1CC3(C#N)N(C(=O)c1ccccc1)CC2)OCO4 (centres undefined)
→ -18.1, -3.2, -4.6, 7.3, -7.3, -5.2, 0.6, -1.6, -1.3, -1.1
> O=C(COC(=O)c1ccc(F)cc1F)Nc1cccnc1Cl
→ 2.6, 6.1, 8.1, -0.8, 0.5, 0.8, 5.4, 0.1, 0.5, -3.3
> Cc1ccc(CNC(=O)c2cc(-c3ccccc3C)nn2CC2CC(c3cccnc3)=NO2)cc1 (centres undefined)
→ -45.4, -4.4, -1.9, 0.0, 0.7, -2.2, 1.1, -2.4, -3.3, -1.1
